# IDE inh: inhibits human insulin-degrading enzyme in HEK cells; P14735; 320,000 tested, 0.41% active; FAbetaB cleavage, fluorescence polarization; inhibition, % at 5.59 µM;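 active = percent inhibition above the average of all tested compounds plus 3 SD, set per screening campaign, cut at about 16% in these data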;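 also: IDE supplied by intact live HEK cells; FP after avidin binding of uncleaved biotin substrate so inhibition keeps polarization high; 0% = DMSO wells and 100% = 60 µM reference IDE inhibitor Ii1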
# Target sequence (P14735 whole entry, looked up): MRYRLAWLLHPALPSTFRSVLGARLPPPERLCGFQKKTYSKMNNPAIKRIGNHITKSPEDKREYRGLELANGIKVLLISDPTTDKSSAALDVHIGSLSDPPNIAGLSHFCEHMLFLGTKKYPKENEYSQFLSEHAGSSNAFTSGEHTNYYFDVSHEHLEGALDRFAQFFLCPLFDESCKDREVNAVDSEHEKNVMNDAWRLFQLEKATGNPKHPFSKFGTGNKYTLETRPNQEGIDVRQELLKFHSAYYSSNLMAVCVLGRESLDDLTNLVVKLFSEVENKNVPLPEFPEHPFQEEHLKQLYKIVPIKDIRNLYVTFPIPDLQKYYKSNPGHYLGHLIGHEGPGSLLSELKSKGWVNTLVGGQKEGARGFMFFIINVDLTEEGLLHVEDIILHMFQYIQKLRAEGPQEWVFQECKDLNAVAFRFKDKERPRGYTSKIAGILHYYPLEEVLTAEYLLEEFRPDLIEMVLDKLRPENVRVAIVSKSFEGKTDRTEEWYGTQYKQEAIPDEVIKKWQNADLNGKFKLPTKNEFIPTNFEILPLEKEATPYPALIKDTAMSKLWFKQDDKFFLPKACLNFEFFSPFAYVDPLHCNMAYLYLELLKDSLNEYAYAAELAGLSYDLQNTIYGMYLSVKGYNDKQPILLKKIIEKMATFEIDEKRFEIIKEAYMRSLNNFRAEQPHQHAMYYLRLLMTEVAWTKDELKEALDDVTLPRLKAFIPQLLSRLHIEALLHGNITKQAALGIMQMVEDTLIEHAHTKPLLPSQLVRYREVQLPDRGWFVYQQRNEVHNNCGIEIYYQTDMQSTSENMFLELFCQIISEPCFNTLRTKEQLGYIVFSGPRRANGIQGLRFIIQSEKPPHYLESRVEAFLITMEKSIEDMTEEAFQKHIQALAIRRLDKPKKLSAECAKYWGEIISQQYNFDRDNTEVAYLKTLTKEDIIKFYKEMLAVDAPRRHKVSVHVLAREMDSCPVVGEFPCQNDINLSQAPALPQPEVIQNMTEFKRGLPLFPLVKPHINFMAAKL
# IDE cell activ: boosts human insulin-degrading enzyme activity in HEK cells; P14735; AID 493087; activation, % at 5.96 µM; FAbeta-B cleavage, fluorescence polarization; 0% vehicle, 100% cell-free pure enzyme wells; 340,000 tested, 0.073% active;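 active = activation above the mean of all tested compounds plus 3 SD, set per screening campaign, cut at about 17% in these data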
# The depositor's hits bear a star.
# Preview, 5 compounds:
IDE cell activ | IDE inh | mol
-2 | 4 | Cc1ccc(S(=O)(=O)CCC(=O)OCC(=O)N2CCN(S(=O)(=O)c3ccccc3)CC2)cc1
-3 | -2 | Cc1cc(NC(=O)CSCC(=O)Nc2cc(C(F)(F)F)ccc2N2CCCC2)no1
1 | -4 | CN1CCc2c(sc(NC(=O)CS(=O)(=O)c3ccccc3)c2C(N)=O)C1
-3 | 7 | CCc1ccc(N2CC(C(=O)OCC(=O)c3c(N)n(CC(C)C)c(=O)n(C)c3=O)CC2=O)cc1 (stereo not drawn)
3 | 3 | O=C(OCC(=O)N1CCc2ccccc2C1)c1c(F)cccc1Cl

# The list itself, from the first entry:
IDE cell activ | IDE inh | mol
-2 | 4 | Cc1ccc(S(=O)(=O)CCC(=O)OCC(=O)N2CCN(S(=O)(=O)c3ccccc3)CC2)cc1
-3 | -2 | Cc1cc(NC(=O)CSCC(=O)Nc2cc(C(F)(F)F)ccc2N2CCCC2)no1
1 | -4 | CN1CCc2c(sc(NC(=O)CS(=O)(=O)c3ccccc3)c2C(N)=O)C1
-3 | 7 | CCc1ccc(N2CC(C(=O)OCC(=O)c3c(N)n(CC(C)C)c(=O)n(C)c3=O)CC2=O)cc1 (stereo not drawn)
3 | 3 | O=C(OCC(=O)N1CCc2ccccc2C1)c1c(F)cccc1Cl
-5 | 2 | CCOc1cc(C(=O)NC2CCCCCCC2)cc(OCC)c1OCC
-4 | -1 | O=C(NCC1CCCO1)c1ccccc1NS(=O)(=O)c1cc([N+](=O)[O-])ccc1Cl (stereo not drawn)
-3 | 5 | CCCCN(C(=O)COC(=O)CSc1ccc([N+](=O)[O-])cc1)c1c(N)n(CCC)c(=O)[nH]c1=O
1 | 1 | Cc1csc(=O)n1CCC(=O)OCC(=O)Nc1ccc(F)c(F)c1F
3 | -6 | Cc1cc(Cl)ccc1OCCCC(=O)N1CCN(S(=O)(=O)c2ccccc2)CC1
4 | 0 | COc1ccc(C(=O)NCCS(=O)(=O)N2CCc3ccccc3C2)c(OC)c1
9 | -5 | CCC[C@@H](CN1CCC[C@H]1CN1C(N)=NC[C@H]1CC(C)C)N1C[C@@H]([C@H](C)CC)N(CCCC2CCCC2)C1=N
4 | 7 | O=C(COc1ccc(C(=O)NCc2cccnc2)cc1)Nc1cccc(C(F)(F)F)c1
-2 | -4 | O=C(CNS(=O)(=O)c1ccc2c(c1)OCCCO2)N1CCN(c2ccc(F)cc2)CC1
6 | 2 | Cc1cccc(C)c1NC(=O)CN(C)C(=O)c1ccccc1OCc1ccc(F)cc1
4 | 5 | CSCCC(NS(=O)(=O)c1ccccc1F)C(=O)NNC(=O)c1csc(N2CCOCC2)n1 (stereo not drawn)
-2 | 5 | COc1ccc(/C=N/NC(=O)c2cc(-c3cccc(C)c3)nc3ccccc23)cc1O
5 | 4 | COc1ccc2c(c1)OC[C@H]1[C@@H]2N2C(=O)[C@@H](C)NC(=O)[C@@]2(C)[C@H]1c1ccccc1
1 | -3 | Cc1nnc(SCC(=O)N(C)C2CCCCC2)n1C
1 | 5 | Cc1ccc(NC(=O)CSC(C)C(=O)OCC(=O)N2CCN(C(=O)c3ccco3)CC2)cc1 (stereo not drawn)
2 | 0 | COc1ccc(NC(=O)CCOc2cc(C)ccc2C)cc1S(=O)(=O)N1CCCCC1
-1 | -5 | NS(=O)(=O)c1cc(Cl)c(NC(=O)COC(=O)c2ccccn2)c(Cl)c1
-1 | 2 | CC(C)[C@H](NC(=O)c1cccc(S(=O)(=O)N2CCOCC2)c1)C(=O)NCc1ccc(F)cc1
3 | 2 | O=C(COC(=O)c1ccc(Br)o1)NCC(=O)Nc1ccc(F)cc1
-2 | 1 | Clc1cc(-c2ccccc2)nc(-c2ccccc2)n1
7 | 1 | CC(C)(C)OC(=O)[C@H](Cc1ccccc1)NC(=O)c1nc[nH]c1C(=O)N[C@@H](CCCCN)C(=O)OC(C)(C)C
5 | 1 | CCN(C(=O)COC(=O)c1ccccc1NCCO)C1CCS(=O)(=O)C1 (stereo not drawn)
0 | -3 | O=C1COc2ccc(C(=O)COC(=O)/C=C/c3ccco3)cc2N1
-11 | 0 | Cc1cc(C)cc(NC(=O)c2cccc(NC(=O)c3ccco3)c2)c1
-1 | -4 | O=C(COC(=O)C12CC3CC(CC(O)(C3)C1)C2)Nc1ccc(Br)cc1F
3 | -3 | COc1cccc(CC(=O)NNC(=O)CN(C)S(=O)(=O)c2ccc(C)cc2)c1
-6 | -1 | Cc1cc(Nc2ccccc2)cc(=O)n1C
2 | -2 | COc1ccc(-c2sc3ccc(-c4ccc5c(c4)OCO5)cc3c2-c2ccc(OC)nc2)cc1
4 | -1 | Cc1noc(C)c1COC(=O)c1cc(S(=O)(=O)N2CCOCC2)ccc1F
-1 | 2 | Cc1csc(NC(=O)CSc2nc(=O)n(CCCN(C)C)c3c2CCC3)n1
2 | -3 | O=C(Nc1ccc(N2CCN(C(=O)c3cccs3)CC2)cc1)c1ccc(Br)o1
3 | 2 | CCOc1ccc(CN(C)C(=O)c2cccc(S(=O)(=O)N3CCCC3)c2)cc1OC
3 | -2 | CC[C@]12c3[nH]c4ccccc4c3CCN1C(=O)C(CC(=O)NCCCOC)C[C@@H]2C(=O)N1CCN(C(=O)C2CC2)CC1 (stereo partly drawn)
-1 | 7 | Cc1ccccc1OCCC(=O)OCC(=O)N1c2ccccc2NC(=O)C1(C)C
5 | 7 | O=C(Cn1cc([N+](=O)[O-])ccc1=O)N1CCCc2ccccc21
5 | 6 | Cc1ccc(N(CCC#N)C(=O)CSc2nnc3ccccn23)cc1
4 | -2 | Cc1nc(-c2ccc(F)cc2)c(CC(=O)NCC(=O)Nc2ccc(F)c(F)c2)s1
3 | 1 | CC(C)(C)OC(=O)C[C@H]1C/C=C\C[C@@H](CC(=O)N(CCO)Cc2ccccc2)C(=O)NC[C@@H](c2ccccc2)OC1=O
-2 | 4 | Cc1ccc(S(=O)(=O)N2[C@@H](c3cccc4ccccc34)C(C(=O)O)=C[C@H]2C(C)(C)C)cc1
6 | -5 | CCC(C)c1ccc(NC(=O)C2CC3CCC2C3)cc1 (stereo not drawn)
4 | 3 | CCc1cccc(C)c1NC(=O)c1cc(=O)[nH]c2ccc(S(=O)(=O)N3CCOCC3)cc12
5 | -1 | CCC(ONc1ccccc1C(F)(F)F)(C(=O)NN(C)C)c1ccccc1 (stereo not drawn)
5 | -1 | Cc1ccccc1C(=O)N1CCC(C(=O)OCc2nc(N)nc(Nc3ccccc3)n2)CC1

# Reformatted field by field: part of the list above.
CCC(C)c1ccc(NC(=O)C2CC3CCC2C3)cc1 (stereo not drawn)
  IDE cell activ = 6 | IDE inh = -5

CCc1cccc(C)c1NC(=O)c1cc(=O)[nH]c2ccc(S(=O)(=O)N3CCOCC3)cc12
  IDE cell activ = 4 | IDE inh = 3

# Copied from the list:
# Cc1ccc(NC(=O)CSC(C)C(=O)OCC(=O)N2CCN(C(=O)c3ccco3)CC2)cc1 (stereo not drawn) – IDE inh: 5
# Cc1nc(-c2ccc(F)cc2)c(CC(=O)NCC(=O)Nc2ccc(F)c(F)c2)s1 – IDE cell activ: 4

# Going on with the list:
IDE cell activ | IDE inh | mol
4 | -1 | O=C(COc1ccc(Br)cc1)Nc1ccc(N2CCOCC2)cc1N1CCOCC1
5 | -1 | CN1CCN(C(CNC(=O)c2ccc(Br)o2)c2ccc(F)cc2)CC1 (stereo not drawn)
-3 | 15 | O=C(Nc1ccc(S(=O)(=O)N2CCCCC2)cc1)c1cccnc1Cl
0 | -1 | O=C(COc1cccnc1[N+](=O)[O-])Nc1cccc2ccccc12
3 | 1 | Cc1noc(C)c1COc1ccc(C(=O)OCC(=O)Nc2ccc(S(N)(=O)=O)cc2)cc1
1 | -3 | CC(=O)c1ccc(OCC(=O)OCc2cc(-c3ccco3)on2)cc1
1 | -1 | CN(CC(=O)NC(=O)NC1CCCCC1)c1ccccc1
1 | 5 | COCCN(Cc1ccccc1)C(=O)c1cc(S(=O)(=O)N2CCCCCC2)ccc1OC
2 | 5 | Cc1c(C(=O)N2CCC2)oc2c(F)cccc12
5 | 5 | COc1ccc(NC(=O)COC(=O)c2ccc3ccccc3n2)cc1
1 | 2 | COCCn1c(SCC(=O)Nc2cccnc2Cl)nc2ccccc21
-9 | 14 | O=C(COc1ccc(Br)cc1CO)Nc1ccc(S(=O)(=O)N2CCCCC2)cc1

# The list goes on; the last five above are carried over.
IDE cell activ | IDE inh | mol
1 | 5 | COCCN(Cc1ccccc1)C(=O)c1cc(S(=O)(=O)N2CCCCCC2)ccc1OC
2 | 5 | Cc1c(C(=O)N2CCC2)oc2c(F)cccc12
5 | 5 | COc1ccc(NC(=O)COC(=O)c2ccc3ccccc3n2)cc1
1 | 2 | COCCn1c(SCC(=O)Nc2cccnc2Cl)nc2ccccc21
-9 | 14 | O=C(COc1ccc(Br)cc1CO)Nc1ccc(S(=O)(=O)N2CCCCC2)cc1
3 | -2 | Cc1cc(CNC(=O)COC(=O)Cn2[nH]c(=O)c3ccccc3c2=O)cc(C)c1O
0 | 0 | Cc1ccc(OC(C)C(=O)Nc2ncc(Cl)cc2Cl)c([N+](=O)[O-])n1 (stereo not drawn)
8 | 6 | CC(OC(=O)c1ccc(Cl)c(S(N)(=O)=O)c1)C(=O)NCC1CCCCC1 (stereo not drawn)
5 | 0 | O=C(NCCCN1CCCC1=O)c1ccccc1OCc1ccc(Cl)cc1Cl
3 | -1 | CCCn1nc(C(=O)NCC2COc3ccccc3O2)c2ccccc2c1=O (stereo not drawn)
1 | 6 | CCOC(=O)N1CCN(C(=O)c2cc(S(=O)(=O)N3CCc4ccccc43)ccc2OC)CC1
7 | 1 | O=C1C(Cc2ccccc2)Nc2ncnc(N3CCOCC3)c2N1Cc1ccccc1 (stereo not drawn)
-1 | 1 | Clc1ccc(C2=NCCn3nc4ccccc4c32)cc1
2 | 8 | NC(=O)c1cc[n+](CC(=O)NC(=O)Nc2ccccc2)cc1
3 | -1 | O=C(NCc1nnnn1-c1ccc(F)cc1)C1CC(=O)N(c2ccc(F)cc2)C1 (stereo not drawn)
1 | -2 | CC(=O)NC(CC(=O)NNC(=O)C(C)Oc1ccccc1F)c1ccccc1 (stereo not drawn)
7 | -1 | O=C(COC(=O)c1ccc(O)cc1)Nc1ccc2c(c1)OCO2
-1 | 7 | CSc1ncccc1C(=O)OCc1nc2ccsc2c(=O)[nH]1
2 | 0 | C=CCN(c1ccccc1)S(=O)(=O)c1cccc(C(=O)NCC(c2ccc(F)cc2)N2CCOCC2)c1 (stereo not drawn)
0 | -3 | OC[C@H]1O[C@@H](Oc2ccc3cc(Br)ccc3c2)[C@H](O)[C@@H](O)[C@H]1O
2 | 3 | COC(=O)c1c(C)[nH]c(C(=O)COC(=O)c2c(C)noc2C)c1C
-2 | 2 | COc1cccc(-c2nn(-c3ccc(C)cc3)cc2C(=O)N(C)CC(=O)Nc2cccc(F)c2)c1
5 | 3 | Cc1ccc(C(=O)NNC(=O)CSc2nnc3ccccn23)cc1
-2 | 6 | O=[N+]([O-])c1ccc(-c2c(-c3ccccc3)ncc3ccc(F)cc23)cc1
6 | -6 | O=C(NCCCN1CCOCC1)c1cccc(S(=O)(=O)N2CCN(c3ccccc3)CC2)c1
-1 | 10 | CN(C(=O)COC(=O)c1ccccc1OCc1ccc(Cl)cc1)c1c(N)n(Cc2ccccc2)c(=O)[nH]c1=O
1 | 2 | COc1ccccc1C(C)NC(=O)C1CCN(S(=O)(=O)c2cccs2)CC1 (stereo not drawn)
2 | -3 | O=C(CCc1nc2ccccc2c(=O)[nH]1)NNC(=O)COc1ccccc1Cl
4 | -2 | COc1ccc(-c2cnc(SCCNC(=O)c3ccc4c(c3)OCO4)[nH]2)cc1
2 | 2 | Cc1ccc(NC(=O)CSCC(=O)Nc2cccc3ncccc23)cc1
-1 | 2 | CN(c1ccccc1)S(=O)(=O)c1ccc(C(=O)N2CCN(c3ccccc3Cl)CC2)cc1
-44 | 50* | O=C(NCC1CCCO1)c1cccc2c1C(=O)c1ccc(N3CCC(Cc4ccccc4)CC3)cc1S2(=O)=O (stereo not drawn)
0 | 1 | CCN(CC(=O)Nc1cc(Cl)ccc1C)C(=O)C1CC1
5 | 0 | CNS(=O)(=O)c1cccc(C(=O)NCC(c2cccs2)N2CCOCC2)c1 (stereo not drawn)
5 | 2 | CCOC(=O)C1CCCN(S(=O)(=O)c2cc3c4c(c2)CCN4C(=O)CC3)C1 (stereo not drawn)
5 | 4 | C[C@@]12C(=O)Nc3ccc(Br)cc3C(=O)N1[C@H]1c3cc(Br)ccc3OC[C@@H]1[C@@H]2c1ccccc1
-2 | 4 | CN(C(=O)COC(=O)c1ccc2ccccc2n1)C1CCCCC1
1 | 0 | Cc1nn(-c2ccccc2)c(C)c1C(=O)OCC(=O)Nc1ccccc1C(F)(F)F
7 | 2 | O=c1cc(-c2ccc(O)c(O)c2)oc2cc(O[C@@H]3O[C@H](CO)[C@@H](O)[C@H](O)[C@H]3O)cc(O)c12
-1 | -3 | Cc1ccc(S(=O)(=O)N2CCCC2)cc1C(=O)NCc1ccccc1CN1CCCC1
-2 | -2 | CCOc1ccc(C(=O)NCC(=O)NNC(=O)c2cc(C)oc2C)cc1OCC
3 | -2 | CCCN(CC1CC1)C(=O)COC(=O)c1oc2c(F)cccc2c1C
8 | 10 | CN(C(=O)COC(=O)C1CCN(S(=O)(=O)c2ccc3c(c2)OCCO3)CC1)C1CCCCC1
3 | 8 | OCc1c[nH]c2ccccc12
0 | -1 | Cc1cc(C)c(S(=O)(=O)N2CCCCC2CCNC(=O)C(=O)NCc2cccnc2)c(C)c1 (stereo not drawn)
1 | -2 | N#Cc1cccc(NC(=O)COC(=O)CCc2ccc(S(=O)(=O)N3CCOCC3)cc2)c1
1 | -4 | CCOc1ccc(C(=O)COC(=O)CN2C(=O)NC3(CCCCC3C)C2=O)cc1 (stereo not drawn)
-3 | 4 | CCN(CC)CCn1c(SCC(=O)Nc2ccc3c(c2)CCC3)nc2ccccc2c1=O
2 | 4 | CCOc1ccccc1N1CC(C(=O)Nc2cc(Cl)ccc2-n2cncn2)CC1=O (stereo not drawn)
3 | 7 | O=C1OC(=O)c2cc([N+](=O)[O-])ccc21

# Screens: PubChem BioAssay, The Scripps Research Institute Molecular Screening Center

# This is a subset; rates above refer to the full screens.
